Assay outcomes (PubChem BioAssay)
eIF4E 4G PPI – blocks eIF4E binding to eIF4G; TR-FRET eIF4E-eIF4GI(517-606) binding, 2 h; hit rate 0.37% among 220,000; inhibition, % at 21.7 µM; P63073+Q04637;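 active = inhibition above about 30%, limit read from the data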;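 also: 0% = full FRET control wells and 100% = background wells lacking eIF4GI fragment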
PGE2 EP2 inh – inhibitors of human EP2 prostaglandin E2 receptor; C6 glioma cells expressing human EP2, cAMP TR-FRET; cells stimulated with saturating PGE2; inhibition, % at 25 µM; P43116; AID 1422; hit rate 0.52% among 260,000;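 active = percent inhibition above 40 after rounding to a whole number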;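 also: rat C6 glioma host cells with rolipram phosphodiesterase inhibitor present; the protocol text gives 20 µM as final concentration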
Target sequence (P43116 whole entry, looked up): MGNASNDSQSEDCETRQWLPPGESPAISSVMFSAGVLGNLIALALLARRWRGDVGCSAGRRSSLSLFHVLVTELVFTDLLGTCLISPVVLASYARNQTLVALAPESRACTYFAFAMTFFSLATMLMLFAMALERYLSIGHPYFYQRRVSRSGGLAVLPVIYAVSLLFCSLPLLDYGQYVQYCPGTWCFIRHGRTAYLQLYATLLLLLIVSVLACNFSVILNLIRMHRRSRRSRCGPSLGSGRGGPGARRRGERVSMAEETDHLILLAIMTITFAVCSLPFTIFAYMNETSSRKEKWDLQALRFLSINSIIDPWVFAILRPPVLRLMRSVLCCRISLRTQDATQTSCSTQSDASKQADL
p97 inhibitor – inhibitors of human p97 ATPase | recombinant p97 ATPase, Kinase-Glo ATP luminescence, 3 h | inhibition, % at 8 µM | hit rate 0.42% among 220,000 | AID 1481; in the data active = inhibition above about 15%;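 also: 0% = DMSO vehicle and 100% = wells lacking enzyme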
NPY-Y1 antag – antagonists of human neuropeptide Y receptor Y1; P25929; HEK293-CNG Y1 cells, membrane potential fluorescence; NPY at EC95, then isoproterenol; inhibition, % at 3.6 µM; hit rate 1% among 200,000; AID 1040;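 active = inhibition above the campaign mean inhibition of all tested compounds plus 3 SD, cut at about 20% in these data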;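 also: 0% = DMSO wells given NPY plus isoproterenol and 100% = isoproterenol alone without NPY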
Target sequence (P25929 whole entry, looked up): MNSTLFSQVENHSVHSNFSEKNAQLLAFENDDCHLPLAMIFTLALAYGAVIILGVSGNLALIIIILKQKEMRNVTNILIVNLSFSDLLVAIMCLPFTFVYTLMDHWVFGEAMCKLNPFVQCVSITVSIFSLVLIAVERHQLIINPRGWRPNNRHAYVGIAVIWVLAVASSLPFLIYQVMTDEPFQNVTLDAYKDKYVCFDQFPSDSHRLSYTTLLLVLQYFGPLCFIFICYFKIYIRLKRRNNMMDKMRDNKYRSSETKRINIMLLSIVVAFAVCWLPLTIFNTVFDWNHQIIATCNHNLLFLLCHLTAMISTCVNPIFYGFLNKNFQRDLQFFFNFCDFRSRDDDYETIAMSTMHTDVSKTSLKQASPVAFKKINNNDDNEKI
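Material: Y1- and CNG-channel-expressing HEK293 cells / Probe or stimulus: NPY 25 nM then isoproterenol 1 µM plus Ro 20-1724 25 µM / Doses: 3.6 µM single dose, DMSO 0.4% / Schedule: compound incubation 1 h at room temperature, readout 45 min post-stimulation / Signal: membrane potential fluorescence / Benchmarks: isoproterenol-only wells as full block versus NPY-plus-isoproterenol wells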
S1P4 antagonist – antagonists of human S1P4 receptor | O95977 | S1P4-expressing cells, antagonist mode, reporter read-out | inhibition, % at 4.98 µM | hit rate 0.26% among 220,000 | AID 1510; in the data active = inhibition above about 29%;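 also: 0% = wells stimulated with agonist and 100% = vehicle wells without agonist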
S1P4 agonist – activates the human S1P4 receptor | O95977 | S1P4-expressing cell line, agonist reporter assay | activation, % at 4.98 µM | hit rate 0.35% among 220,000 | AID 1509; in the data active = activation above about 11%;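 also: 0% = DMSO vehicle and 100% = reference agonist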
NPY2 pot ag – potentiates or activates human NPY-Y2 receptor | P49146 | cells expressing NPY-Y2, potentiator/agonist read-out | activation, % at 3.6 µM | hit rate 0.45% among 220,000 | AID 1359; in the data active = activation above about 27%;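 also: cells stimulated with NPY near EC25 plus isoproterenol at EC100; 0% = vehicle plus submaximal agonist and 100% = vehicle plus saturating agonist; some results beyond the cut were filed as inactive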
EP2 mod – modulators of human EP2 prostaglandin E2 receptor | P43116 | EP2-expressing cells, cAMP HTRF FRET, PGE2 co-stimulation | induction, % at 25 µM | hit rate 0.83% among 260,000;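 active = compounds whose cAMP rise, as percent of the full-agonist control response, exceeds 60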;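 also: rat C6 glioma line stably carrying human EP2 under a CMV promoter; the protocol text gives 20 µM as final concentration; 100% = response of wells given 1 µM PGE2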
NPY1 pot ag – potentiators or agonists of human neuropeptide Y receptor Y1; AID 1304; activation, % at 3.6 µM; P25929; NPY-Y1 expressing cells, potentiator/agonist activation; hit rate 0.37% among 220,000; in the data active = activation above about 33%, passing the limit was not always enough;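 also: cells stimulated with NPY at EC10 then isoproterenol at EC100; 0% = low agonist plus stimulus and 100% = saturating agonist plus stimulus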
The depositor's hits bear a star; & = joins results of further samples; [ ] = remark or other dose. The list is partial (hit frequency here may not be typical).

What do the screens show for `CC1CCN(C(=O)CSc2nnc(-c3cccnc3)n2C2CCCCC2)CC1`?
eIF4E 4G PPI: 0[fluorescence artefact?]; PGE2 EP2 inh: 4; p97 inhibitor: -7; NPY-Y1 antag: 1; S1P4 antagonist: -17; S1P4 agonist: 2.9; NPY2 pot ag: 2; EP2 mod: 10; NPY1 pot ag: 14

Results for CS(=O)(=O)c1ccc2nc(NC(=O)Nc3ccc(Cl)cc3)sc2c1 ?
eIF4E 4G PPI: 3[fluorescence artefact?]; PGE2 EP2 inh: 7; p97 inhibitor: 7; NPY-Y1 antag: 7; S1P4 antagonist: -1; S1P4 agonist: 0.5; NPY2 pot ag: 9; EP2 mod: -4; NPY1 pot ag: 8

How did O=C1c2ccccc2C(=O)c2c1ncn2-c1ccccc1 do in these assays?
eIF4E 4G PPI: -3; PGE2 EP2 inh: 15; p97 inhibitor: -1; NPY-Y1 antag: 11; S1P4 antagonist: -24; S1P4 agonist: 3.4; NPY2 pot ag: -6; EP2 mod: 32; NPY1 pot ag: -5

How did O=C(CSc1nc(-c2cccs2)cc(C(F)(F)F)n1)NCCCn1ccnc1 do in these assays?
eIF4E 4G PPI: 7; PGE2 EP2 inh: 10&18; p97 inhibitor: -1; NPY-Y1 antag: -2; S1P4 antagonist: 4; S1P4 agonist: 1.8; NPY2 pot ag: 12; EP2 mod: -1&-74; NPY1 pot ag: -9

What do the screens show for `Cc1cc(N(CCO)CCO)ccc1C(c1ccc(N(CCO)CCO)cc1C)c1ccccc1Cl`?
eIF4E 4G PPI: 8; PGE2 EP2 inh: 8; p97 inhibitor: 4; NPY-Y1 antag: -5; S1P4 antagonist: -19; S1P4 agonist: 3.3; NPY2 pot ag: 11; EP2 mod: 3; NPY1 pot ag: 45

Results for CC1(C(=O)Nc2c(F)c(F)c(F)c(F)c2F)CC1(Br)Br (stereo unspecified) ?
eIF4E 4G PPI: 2; PGE2 EP2 inh: 9; p97 inhibitor: 6; S1P4 antagonist: 2; S1P4 agonist: 1.3; NPY2 pot ag: 16; EP2 mod: 10; NPY1 pot ag: 22

What do the screens show for `Cc1cc(=O)[nH]c(SCC(=O)O)c1C#N`?
eIF4E 4G PPI: 2; PGE2 EP2 inh: 1; p97 inhibitor: 12; NPY-Y1 antag: -1; S1P4 antagonist: 10; S1P4 agonist: -0.8; NPY2 pot ag: 2; EP2 mod: 9; NPY1 pot ag: 24

How did Cc1c(CCO)c(=O)n(C)n1C(=O)c1ccc(F)cc1 do in these assays?
eIF4E 4G PPI: -29[fluorescence artefact?]; PGE2 EP2 inh: 6; p97 inhibitor: -5; NPY-Y1 antag: -1; S1P4 antagonist: 6; S1P4 agonist: -3.5; NPY2 pot ag: 2; EP2 mod: -17; NPY1 pot ag: 10

What do the screens show for `CCCN(CCC)S(=O)(=O)c1ccc(C(=O)Nc2nnc(-c3cccc(OC)c3)o2)cc1`?
eIF4E 4G PPI: 2; PGE2 EP2 inh: 15; p97 inhibitor: 3; NPY-Y1 antag: 0; S1P4 antagonist: -13; S1P4 agonist: 1.4; NPY2 pot ag: -4; EP2 mod: 1; NPY1 pot ag: -9

What do the screens show for `CN1/C(=C\C(=O)COC(=O)c2ccc([N+](=O)[O-])o2)C(C)(C)c2ccccc21`?
eIF4E 4G PPI: 2; PGE2 EP2 inh: 3; p97 inhibitor: 7; NPY-Y1 antag: -3; S1P4 antagonist: 2; S1P4 agonist: 1.7; NPY2 pot ag: -6; EP2 mod: -27; NPY1 pot ag: -4

What do the screens show for `O=C(NCCOc1cccc(Cl)c1Cl)c1cc(-n2cnnc2)ccc1Cl`?
eIF4E 4G PPI: -6; PGE2 EP2 inh: 6; p97 inhibitor: -4; NPY-Y1 antag: 7; S1P4 antagonist: 4; S1P4 agonist: 3.0; NPY2 pot ag: -8; EP2 mod: -35; NPY1 pot ag: -6

Results for O=C(NCc1cn2ccccc2n1)c1ccc2c(c1)OCO2 ?
eIF4E 4G PPI: 5; PGE2 EP2 inh: 4; p97 inhibitor: -2; NPY-Y1 antag: -9; S1P4 antagonist: 0; S1P4 agonist: -1.2; NPY2 pot ag: -5; EP2 mod: -1; NPY1 pot ag: -23

How did CC12CCC(C[N+](C)(C)C1)C2(C)C (stereo unspecified) do in these assays?
eIF4E 4G PPI: 2; PGE2 EP2 inh: 2; p97 inhibitor: -1; NPY-Y1 antag: -3; S1P4 antagonist: 2; S1P4 agonist: 1.6; NPY2 pot ag: 7; EP2 mod: -5; NPY1 pot ag: 11

Results for CC(=O)c1ccc(-c2nc3ccccc3n2C)o1 ?
eIF4E 4G PPI: 0[fluorescence artefact?]; PGE2 EP2 inh: 7; p97 inhibitor: -11; NPY-Y1 antag: -1; S1P4 antagonist: 9; S1P4 agonist: -0.9; NPY2 pot ag: -4; EP2 mod: -24; NPY1 pot ag: -11

What do the screens show for `CCc1nnc(NC(=O)Cn2c(=O)oc3ccccc32)s1`?
eIF4E 4G PPI: -4[fluorescence artefact?]; PGE2 EP2 inh: 10; p97 inhibitor: 7; NPY-Y1 antag: -1; S1P4 antagonist: -1; S1P4 agonist: -2.4; NPY2 pot ag: -18; EP2 mod: 22; NPY1 pot ag: 17

How did CC/C(=N/N=C(\CC)c1ccccc1)c1ccccc1 do in these assays?
eIF4E 4G PPI: 5[fluorescence artefact?]; PGE2 EP2 inh: 7; p97 inhibitor: 3; NPY-Y1 antag: 0; S1P4 antagonist: 2; S1P4 agonist: 1.0; NPY2 pot ag: 9; EP2 mod: 21; NPY1 pot ag: -8

How did Cc1nn(-c2ccccc2)c(C)c1C(=O)OCC(=O)N1c2ccccc2NC(=O)C1(C)C do in these assays?
eIF4E 4G PPI: 0; PGE2 EP2 inh: 27; p97 inhibitor: 0; NPY-Y1 antag: -5; S1P4 antagonist: 6; S1P4 agonist: -0.4; NPY2 pot ag: -6; EP2 mod: -7; NPY1 pot ag: 6

Results for COc1ccc2[nH]c(=O)c(C(c3nnnn3C(C)(C)C)N(Cc3ccco3)CC3CCCO3)cc2c1 (stereo unspecified) ?
eIF4E 4G PPI: 3; PGE2 EP2 inh: 14; p97 inhibitor: 3; NPY-Y1 antag: 0; S1P4 antagonist: 1; S1P4 agonist: 0.8; NPY2 pot ag: -25; EP2 mod: -8; NPY1 pot ag: -23

What do the screens show for `COc1ccc(C2=NN(C(=O)CSc3nnc(C)c(=O)n3N)C(c3ccco3)C2)cc1` (stereo unspecified)?
eIF4E 4G PPI: 3; PGE2 EP2 inh: 3; p97 inhibitor: 5; NPY-Y1 antag: -2; S1P4 antagonist: 0; S1P4 agonist: -1.5; NPY2 pot ag: -2; EP2 mod: 1; NPY1 pot ag: -3

What do the screens show for `COc1ccc(/C(C)=N/Nc2nc3ccccc3n3cnnc23)cc1OC`?
eIF4E 4G PPI: -4; PGE2 EP2 inh: 1; p97 inhibitor: 3; S1P4 antagonist: 10; S1P4 agonist: 2.1; NPY2 pot ag: 10; EP2 mod: -9; NPY1 pot ag: 9

How did CCN(CCNC(=O)C1CCC(=O)N1Cc1ccc(C)cc1)c1ccccc1 (stereo unspecified) do in these assays?
eIF4E 4G PPI: 4; PGE2 EP2 inh: 7; p97 inhibitor: 1; NPY-Y1 antag: 1; S1P4 antagonist: 10; S1P4 agonist: 0.9; NPY2 pot ag: -3; EP2 mod: -55; NPY1 pot ag: 14

How did CC(=O)c1c(C)[nH]c(C(=O)COC(=O)c2cc(S(=O)(=O)N(C)c3ccccc3)ccc2Cl)c1C do in these assays?
eIF4E 4G PPI: 12; PGE2 EP2 inh: 13; p97 inhibitor: 2; NPY-Y1 antag: 12; S1P4 antagonist: -11; S1P4 agonist: -0.2; NPY2 pot ag: 1; EP2 mod: -43; NPY1 pot ag: -8

How did N#CC1=C(N)Oc2ccc3ccc(O)cc3c2C1c1ccsc1 (stereo unspecified) do in these assays?
eIF4E 4G PPI: 9; PGE2 EP2 inh: 10; p97 inhibitor: 4; NPY-Y1 antag: 4; S1P4 antagonist: -2; S1P4 agonist: -1.2; NPY2 pot ag: 4; EP2 mod: -5; NPY1 pot ag: 15

Results for CC1=CN2C(=N)/C(=C/c3ccc(Sc4ccc(C)cc4)o3)C(=O)N=C2S1 ?
eIF4E 4G PPI: -4; PGE2 EP2 inh: 10; p97 inhibitor: 1; NPY-Y1 antag: 6; S1P4 antagonist: -4; S1P4 agonist: 1.1; NPY2 pot ag: -9; EP2 mod: -56; NPY1 pot ag: -1

How did O=C(O)/C=C/C(=O)Nc1ccc(OC(F)(F)Cl)cc1 do in these assays?
eIF4E 4G PPI: 0; PGE2 EP2 inh: 3; p97 inhibitor: 1; NPY-Y1 antag: -2; S1P4 antagonist: 3; S1P4 agonist: -1.1; NPY2 pot ag: -6; EP2 mod: 37; NPY1 pot ag: 6

How did COC(=O)CNC(=O)Cn1cnc2sc(C)c(S(=O)(=O)N3CCC(C)CC3)c2c1=O do in these assays?
eIF4E 4G PPI: -2; PGE2 EP2 inh: 8; p97 inhibitor: -8; NPY-Y1 antag: 2; S1P4 antagonist: -9; S1P4 agonist: 3.0; NPY2 pot ag: 7; EP2 mod: -7; NPY1 pot ag: 7

Results for c1ccc(-c2nnc(-c3ccccn3)s2)nc1 ?
eIF4E 4G PPI: 1; PGE2 EP2 inh: 7; p97 inhibitor: -13; S1P4 antagonist: -4; S1P4 agonist: -1.4; NPY2 pot ag: 14; EP2 mod: 0; NPY1 pot ag: 11

How did Cc1ccc(N(C(=O)CCC(=O)Nc2cc(C)on2)C(C(=O)NC2CCCC2)c2ccccc2)cc1 (stereo unspecified) do in these assays?
eIF4E 4G PPI: 0; PGE2 EP2 inh: 10; p97 inhibitor: 3; NPY-Y1 antag: 1; S1P4 antagonist: -20; S1P4 agonist: -0.5; NPY2 pot ag: -13; EP2 mod: 21; NPY1 pot ag: 16

How did O=C(O)C1=C[C@H](c2coc3ccccc3c2=O)C[C@H](OCCCCO)O1 do in these assays?
eIF4E 4G PPI: 4; PGE2 EP2 inh: 14; p97 inhibitor: 0; NPY-Y1 antag: 1; S1P4 antagonist: -4; S1P4 agonist: 0.7; NPY2 pot ag: -2; EP2 mod: 27; NPY1 pot ag: 1

Structural class: the entries above with a cyano group (two)
What do the screens show for `Cc1cc(=O)[nH]c(SCC(=O)O)c1C#N`?
eIF4E 4G PPI: 2; PGE2 EP2 inh: 1; p97 inhibitor: 12; NPY-Y1 antag: -1; S1P4 antagonist: 10; S1P4 agonist: -0.8; NPY2 pot ag: 2; EP2 mod: 9; NPY1 pot ag: 24

How did N#CC1=C(N)Oc2ccc3ccc(O)cc3c2C1c1ccsc1 (stereo unspecified) do in these assays?
eIF4E 4G PPI: 9; PGE2 EP2 inh: 10; p97 inhibitor: 4; NPY-Y1 antag: 4; S1P4 antagonist: -2; S1P4 agonist: -1.2; NPY2 pot ag: 4; EP2 mod: -5; NPY1 pot ag: 15
